High-throughput results (PubChem)
LRH-1 inv ag – LRH-1 (NR5A2) inverse agonists, primary screen, cell-based, luminescence, HEK293T, StAR-luciferase reporter. Nuclear receptor subfamily 5 group A member 2 (Homo sapiens), O00482. LRH-1 transfected, 24 h. inhibition, % at 3.6 µM. 360,000 compounds, 0.13% hits;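 active means inhibition above the mean inhibition of all tested compounds plus 3 SD, cut at about 73% in these data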;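 further: 0% = DMSO wells and 100% = reporter-only cells lacking LRH-1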
Target sequence (O00482 whole entry, looked up): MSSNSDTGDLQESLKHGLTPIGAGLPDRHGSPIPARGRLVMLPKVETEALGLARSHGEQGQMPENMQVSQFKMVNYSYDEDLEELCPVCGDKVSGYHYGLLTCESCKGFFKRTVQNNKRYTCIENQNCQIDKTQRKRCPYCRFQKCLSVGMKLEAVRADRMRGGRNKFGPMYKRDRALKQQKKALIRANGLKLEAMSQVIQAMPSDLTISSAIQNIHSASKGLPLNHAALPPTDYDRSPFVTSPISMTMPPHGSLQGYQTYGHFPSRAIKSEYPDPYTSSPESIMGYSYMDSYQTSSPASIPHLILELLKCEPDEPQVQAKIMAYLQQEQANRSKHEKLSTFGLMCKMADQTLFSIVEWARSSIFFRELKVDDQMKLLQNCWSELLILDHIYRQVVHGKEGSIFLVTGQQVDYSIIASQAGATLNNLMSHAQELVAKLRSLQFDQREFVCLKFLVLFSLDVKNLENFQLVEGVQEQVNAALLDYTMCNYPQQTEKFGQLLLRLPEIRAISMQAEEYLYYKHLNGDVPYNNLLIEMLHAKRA
LMP1 NFkB inh – EBV LMP1-driven NF-kappaB luciferase reporter inhibitors, primary screen, cell-based, luminescence, single point | LMP1-induced NF-kappaB luciferase reporter cells | inhibition, % at 12.5 µM | 350,000 compounds, 0.69% hits; in the data active means inhibition above about 41%;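 further: 0% = neutral control wells and 100% = reference inhibitor control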
TWEAK Fn14 block – inhibitors of TWEAK-Fn14 signaling, primary screen, luciferase reporter cells, uHTS. AID 1159606, 2016. TWEAK-stimulated Fn14 reporter cells, luciferase luminescence, 8 h. 360,000 compounds, 2% hits. inhibition, % at 10 µM; in the data active means inhibition above about 50%
KKLEB tox – cytotoxicity in KKLEB CF airway cells, primary screen, cytotoxicity control for CF NF-kB inhibitor project, cell-based, uHTS, fluorescence assay plates. KKLEB CF airway cells viability, ATPlite luminescence, overnight; hits give low values; cells stimulated with P. aeruginosa culture filtrate. activity change (cytotoxicity), % at 5 µM. 360,000 compounds, 0.36% hits. AID 602141, 2011;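 active means corrected activity change at or below -50% at 5 µM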
SRC1 inh – SRC1 coactivator transcriptional activity inhibitors, primary screen, cell-based, luminescence; HEK293 GAL4-SRC1 luciferase reporter; Nuclear receptor coactivator 1 (Homo sapiens), Q15788; 360,000 compounds, 0.12% hits; inhibition, % at 3.6 µM;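 active means inhibition above the campaign mean plus 3 SD, with each screening campaign given its own cutoff, cut at about 60% in these data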;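 further: 0% = DMSO treated cells and 100% = gossypol at 36 µM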
NR2F2 inh – NR2F2 transcriptional activity inhibitors, primary screen, cell-based, luciferase reporter, HEK293T, luminescence; COUP transcription factor 2 (Homo sapiens), P24468; HEK293T NGFI-A luciferase reporter; inhibition, % at 8.6 µM; 370,000 compounds, 0.7% hits; AID 686940, 2013;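 active means inhibition above a per-plate cutoff, mean inhibition of test wells between control levels plus 3 SD, cut at about 38% in these data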;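 further: cells cotransfected with COUP-TFII expression vector driving the NGFI-A reporter; 0% = median of COUP-TF2 test wells and 100% = reporter-only cells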
Target sequence (P24468 whole entry, looked up): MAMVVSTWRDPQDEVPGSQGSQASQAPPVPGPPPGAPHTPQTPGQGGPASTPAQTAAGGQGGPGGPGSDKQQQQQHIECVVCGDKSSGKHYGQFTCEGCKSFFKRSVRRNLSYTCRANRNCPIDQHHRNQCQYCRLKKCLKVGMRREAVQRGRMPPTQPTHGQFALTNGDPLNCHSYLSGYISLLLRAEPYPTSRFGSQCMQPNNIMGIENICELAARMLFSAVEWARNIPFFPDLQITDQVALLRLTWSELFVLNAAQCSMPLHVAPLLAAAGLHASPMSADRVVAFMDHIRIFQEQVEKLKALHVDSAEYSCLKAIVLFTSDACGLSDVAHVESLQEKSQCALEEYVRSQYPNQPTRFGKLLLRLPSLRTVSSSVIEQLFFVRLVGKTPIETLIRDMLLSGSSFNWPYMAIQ
SRC2 inh – inhibition of GAL4-SRC2 driven luciferase reporter, primary screen, SRC2 inhibitor project, cell-based, luminescence; Nuclear receptor coactivator 2 (Homo sapiens), Q15596; HEK293 GAL4-SRC2 luciferase reporter; inhibition, % at 9 µM; 370,000 compounds, 0.17% hits; AID 651957, 2012;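 active means inhibition above the mean inhibition of all tested compounds plus 3 SD, set per campaign, cut at about 52% in these data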;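 further: 0% = DMSO treated cells and 100% = cells given Gossypol at 36 µM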
SRC3 inh – SRC3 coactivator transcriptional activity inhibitors, primary screen, cell-based, luminescence. Nuclear receptor coactivator 3 (Homo sapiens), Q9Y6Q9. HEK293 GAL4-SRC3 luciferase reporter. 360,000 compounds, 0.17% hits. inhibition, % at 3.6 µM. AID 588352, 2011;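 active means inhibition above a per-campaign cutoff, the mean of all compounds plus 3 SD, cut at about 60% in these data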;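 further: 0% = DMSO-treated cells and 100% = gossypol-treated cells at 36 µM; higher means less SRC3-driven luciferase light from the GAL4 reporter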
CF NFkB inh – inhibitors of PAF-induced NF-kB signaling, primary screen, cell-based, GFP fluorescence, uHTS | KKLEB NF-kB-GFP reporter, GFP fluorescence overnight | inhibition, % at 5 µM | 360,000 compounds, 0.86% hits | AID 588850, 2011;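 active means at least 50% inhibition at 5 µM, scaled per plate between neutral and stimulator controls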;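 further: PAF is a Pseudomonas aeruginosa culture filtrate used as stimulus; plate controls were PAF-stimulated DMSO wells for no effect and unstimulated DMSO wells for full effect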
TROY signal inh – inhibitors of TROY-driven NF-kB signaling, primary screen, Q293 LMP1-TROYcd cells, NF-kB luciferase, uHTS; Q293 LMP1-TROYcd NF-kB luciferase reporter, 4 h; inhibition, % at 10 µM; 360,000 compounds, 0.98% hits;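 active means compounds whose plate-normalised and pattern-corrected inhibition of the luciferase reporter signal at the single screening dose is 50% or more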
C8 TRAIL sens – viability loss with TRAIL in NB7+C8 cells, primary screen, TRAIL sensitizer project, cell-based, ATPlite luminescence. inhibition (viability loss, TRAIL sensitization), % at 10 µM. AID 624354, 2012. 360,000 compounds, 1% hits;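 active means compounds causing at least 50% loss of cell viability in the single-dose screen, relative to plate controls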
Active calls of the source: *.

Screening COc1ccc(-c2nnc(N3CCCCC3)c3ccccc23)cc1 returned LRH-1 inv ag -17, LMP1 NFkB inh 10, TWEAK Fn14 block -13, KKLEB tox 15, SRC1 inh -7, SRC3 inh 10, CF NFkB inh 3, TROY signal inh 18 and C8 TRAIL sens 12.
`Cc1ccccc1Nc1nnc(SCC(=O)c2ccc(O)cc2O)s1` gave LRH-1 inv ag -1, LMP1 NFkB inh -2, TWEAK Fn14 block 12, KKLEB tox -8, SRC1 inh 9, NR2F2 inh -8, SRC2 inh -23, SRC3 inh 8, CF NFkB inh 9, TROY signal inh -4 and C8 TRAIL sens 6.
`COc1cccc2c(C)nc(Nc3nc(CSc4nnc(C)s4)cc(=O)[nH]3)nc12` gave LRH-1 inv ag 10, LMP1 NFkB inh -54, TWEAK Fn14 block 8, KKLEB tox 11, SRC1 inh -1, NR2F2 inh 3, SRC2 inh -26, SRC3 inh 5, CF NFkB inh -5, TROY signal inh -3 and C8 TRAIL sens 15.
`COCCCNC(=O)CCn1c(=O)c2ccccc2n(CC(=O)NCCC2=CCCCC2)c1=O` gave LRH-1 inv ag -5, LMP1 NFkB inh -2, TWEAK Fn14 block -12, KKLEB tox -3, SRC1 inh -38, NR2F2 inh -2, SRC2 inh -71, SRC3 inh 4, CF NFkB inh 2, TROY signal inh -1 and C8 TRAIL sens -3.
For O=C(NCCCN1CCOCC1)C(=O)NCC1OCCN1S(=O)(=O)c1ccc(Br)cc1 (configuration not stated) the results were LRH-1 inv ag 15, LMP1 NFkB inh -10, TWEAK Fn14 block 22, KKLEB tox 17, SRC1 inh 7, NR2F2 inh -3, SRC2 inh 16, SRC3 inh 0, CF NFkB inh -9, TROY signal inh -16 and C8 TRAIL sens -6.
Screening Cc1ccc2[nH]c(=O)c(CN(C)C(=O)c3ccccn3)cc2c1 returned LRH-1 inv ag 1, LMP1 NFkB inh 2, TWEAK Fn14 block -19, KKLEB tox -1, SRC1 inh -25, NR2F2 inh 7, SRC2 inh -34, SRC3 inh 4, CF NFkB inh -23, TROY signal inh 5 and C8 TRAIL sens -6.
Screening COc1ccc2[nH]c(=O)c(C(c3nnnn3CC3CCCO3)N3CCc4ccccc4C3)cc2c1 (configuration not stated) returned LRH-1 inv ag 3, LMP1 NFkB inh -3, TWEAK Fn14 block -22, KKLEB tox 0, SRC1 inh -9, NR2F2 inh -4, SRC2 inh 11, SRC3 inh -1, CF NFkB inh 1, TROY signal inh -23 and C8 TRAIL sens -12.
Screening CCc1ccc(Oc2coc3cc(OCC(=O)Nc4cc(C)ccc4C)ccc3c2=O)cc1 returned LRH-1 inv ag 6, LMP1 NFkB inh -11, TWEAK Fn14 block -71, KKLEB tox -20, SRC1 inh -15, NR2F2 inh 5, SRC2 inh 10, SRC3 inh 13, CF NFkB inh 14, TROY signal inh 11 and C8 TRAIL sens 18.
Screening COc1ccc2nc(SCC(=O)Nc3ccc(S(=O)(=O)N4CCCC4)cc3)c(C#N)cc2c1 returned LRH-1 inv ag 31, LMP1 NFkB inh -21, TWEAK Fn14 block 0, KKLEB tox -1, SRC1 inh 20, NR2F2 inh 0, SRC2 inh -7, SRC3 inh -4, CF NFkB inh -17, TROY signal inh 1 and C8 TRAIL sens -3.
Screening O=c1oc2ccccc2c(NCCc2ccccc2)c1[N+](=O)[O-] returned LRH-1 inv ag 3, LMP1 NFkB inh -13, TWEAK Fn14 block 8, KKLEB tox 10, SRC1 inh -2, NR2F2 inh -8, SRC2 inh -29, SRC3 inh -2, CF NFkB inh 1, TROY signal inh -2 and C8 TRAIL sens -5.
For O=C(c1ccc(Cn2cc([N+](=O)[O-])cn2)o1)N1CCCCCC1 the results were LRH-1 inv ag -1, LMP1 NFkB inh 9, TWEAK Fn14 block -10, KKLEB tox 8, SRC1 inh 3, NR2F2 inh -36, SRC2 inh -27, SRC3 inh -9, CF NFkB inh 11, TROY signal inh 9 and C8 TRAIL sens -12.
Screening OC[C@@H]1CN(Cc2cccs2)C[C@H](n2cnc3c(NCc4ccncc4)ncnc32)O1 returned LRH-1 inv ag -9, TWEAK Fn14 block 4, KKLEB tox -4, SRC1 inh 12, NR2F2 inh 11, SRC2 inh -6, SRC3 inh 9, CF NFkB inh -10, TROY signal inh -11 and C8 TRAIL sens -3.
For O=C(/C=C/c1cccc(Cl)c1)NCCN1CCOCC1 the results were LRH-1 inv ag 2, LMP1 NFkB inh 1, TWEAK Fn14 block 2, KKLEB tox 0, SRC1 inh 4, NR2F2 inh -8, SRC2 inh -2, SRC3 inh -9, CF NFkB inh -1, TROY signal inh -23 and C8 TRAIL sens -4.
N/C(=N\OC(=O)c1cc(Cl)ccc1Cl)c1ccccn1 was read as LRH-1 inv ag -69, LMP1 NFkB inh 25, TWEAK Fn14 block 75*, KKLEB tox -30, SRC1 inh -118, NR2F2 inh -29, SRC2 inh -18, SRC3 inh -42, CF NFkB inh -13, TROY signal inh 34 and C8 TRAIL sens 63*.
Screening C=CCN(C(=O)c1oc2c(Cl)cc(C)cc2c1C)C1CCS(=O)(=O)C1 (configuration not stated) returned LRH-1 inv ag -87, LMP1 NFkB inh -15, TWEAK Fn14 block -28, KKLEB tox -6, SRC1 inh -75, NR2F2 inh -47, SRC2 inh -22, SRC3 inh -34, CF NFkB inh -11, TROY signal inh -58 and C8 TRAIL sens -10.
For CC(=O)Nc1ccc(S(=O)(=O)N2c3ccccc3NC(=O)CC2C)c(Cl)c1 (configuration not stated) the results were LRH-1 inv ag 5, LMP1 NFkB inh -33, TWEAK Fn14 block 13, KKLEB tox -26, SRC1 inh -16, NR2F2 inh -4, SRC2 inh 6, SRC3 inh 4, CF NFkB inh 15, TROY signal inh -18 and C8 TRAIL sens -11.
CCOc1ccc(S(=O)(=O)N2CCOCC2)cc1[N+](=O)[O-] was read as LRH-1 inv ag 1, LMP1 NFkB inh 0, TWEAK Fn14 block -10, KKLEB tox -5, SRC1 inh 11, NR2F2 inh 17, SRC2 inh 16, SRC3 inh 8, CF NFkB inh -1, TROY signal inh 0 and C8 TRAIL sens -1.
`COc1cc(C(=O)Nc2ccc(S(=O)(=O)NC(C)(C)C)cc2)cc(OC)c1OC` gave LRH-1 inv ag -18, LMP1 NFkB inh 4, TWEAK Fn14 block 1, KKLEB tox 3, SRC1 inh 3, NR2F2 inh -26, SRC2 inh 20, SRC3 inh 18, CF NFkB inh -12, TROY signal inh -5 and C8 TRAIL sens -14.
For c1ccc2n[nH]nc2c1 the results were LRH-1 inv ag 8, LMP1 NFkB inh 1, TWEAK Fn14 block -12, KKLEB tox -6, SRC1 inh -2, NR2F2 inh 7, SRC2 inh -22, SRC3 inh 4, CF NFkB inh 28, TROY signal inh 5 and C8 TRAIL sens -4.
For O=C(NNC(=O)c1ccc(-c2ccccc2)cc1)Nc1ccccc1 the results were LRH-1 inv ag 1, LMP1 NFkB inh -9, TWEAK Fn14 block 1, KKLEB tox 0, SRC1 inh 16, NR2F2 inh 11, SRC2 inh -16, SRC3 inh 12, CF NFkB inh -9, TROY signal inh -22 and C8 TRAIL sens 4.
`Cc1cccc(NC(=O)c2c([N+](=O)[O-])cnn2C)c1` gave LRH-1 inv ag 8, LMP1 NFkB inh 4, TWEAK Fn14 block -4, KKLEB tox -8, SRC1 inh 4, NR2F2 inh 7, SRC2 inh -1, SRC3 inh -2, CF NFkB inh 2, TROY signal inh 0 and C8 TRAIL sens -12.
For CCOC(=O)c1ccc(NC(=O)Cn2nnc(-c3ccc(C)cc3)n2)cc1 the results were LRH-1 inv ag 8, LMP1 NFkB inh 5, TWEAK Fn14 block -16, KKLEB tox 0, SRC1 inh -4, NR2F2 inh -13, SRC2 inh -9, SRC3 inh -8, CF NFkB inh 4, TROY signal inh -16 and C8 TRAIL sens -10.
`COC(=O)C1=C(O)/C(=C\c2cc(C)n(-c3ccccc3C)c2C)N=C1C` gave LRH-1 inv ag -5, LMP1 NFkB inh -16, TWEAK Fn14 block -4, KKLEB tox -4, SRC1 inh -37, NR2F2 inh 8, SRC2 inh 0, SRC3 inh -2, CF NFkB inh 1, TROY signal inh -20 and C8 TRAIL sens 3.
`COc1ccc2cc1Oc1ccc(cc1)C[C@H]1c3c(cc(OC)c4c3Oc3c(ccc5c3[C@H](C2)N(C)CC5)O4)CCN1C` gave LRH-1 inv ag -19, LMP1 NFkB inh -15, TWEAK Fn14 block -84, KKLEB tox -88*, SRC1 inh -11, SRC3 inh -12, CF NFkB inh 87*, TROY signal inh 1 and C8 TRAIL sens 88*.
CN(CC(=O)Nc1ccc(Cl)cc1)CC(=O)N1CCc2ccccc21 was read as LRH-1 inv ag -12, LMP1 NFkB inh -11, TWEAK Fn14 block -10, KKLEB tox 23, SRC1 inh 6, NR2F2 inh 0, SRC2 inh -7, SRC3 inh 6, CF NFkB inh -29, TROY signal inh -8 and C8 TRAIL sens -12.
`CC(C)C(NS(=O)(=O)c1ccc2c(c1)oc(=O)n2C)C(=O)N1CCN(Cc2ccccc2)CC1` (configuration not stated) gave LRH-1 inv ag 7, LMP1 NFkB inh 7, TWEAK Fn14 block 5, KKLEB tox 3, SRC1 inh -4, NR2F2 inh 12, SRC2 inh 9, SRC3 inh -2, CF NFkB inh -6, TROY signal inh -2 and C8 TRAIL sens -8.

Gathered by group: those above with two or more sulfur atoms (three)
`Cc1ccccc1Nc1nnc(SCC(=O)c2ccc(O)cc2O)s1` gave LRH-1 inv ag -1, LMP1 NFkB inh -2, TWEAK Fn14 block 12, KKLEB tox -8, SRC1 inh 9, NR2F2 inh -8, SRC2 inh -23, SRC3 inh 8, CF NFkB inh 9, TROY signal inh -4 and C8 TRAIL sens 6.
`COc1cccc2c(C)nc(Nc3nc(CSc4nnc(C)s4)cc(=O)[nH]3)nc12` gave LRH-1 inv ag 10, LMP1 NFkB inh -54, TWEAK Fn14 block 8, KKLEB tox 11, SRC1 inh -1, NR2F2 inh 3, SRC2 inh -26, SRC3 inh 5, CF NFkB inh -5, TROY signal inh -3 and C8 TRAIL sens 15.
Screening COc1ccc2nc(SCC(=O)Nc3ccc(S(=O)(=O)N4CCCC4)cc3)c(C#N)cc2c1 returned LRH-1 inv ag 31, LMP1 NFkB inh -21, TWEAK Fn14 block 0, KKLEB tox -1, SRC1 inh 20, NR2F2 inh 0, SRC2 inh -7, SRC3 inh -4, CF NFkB inh -17, TROY signal inh 1 and C8 TRAIL sens -3.
